# DAGLB inhibitor: DAGLB lipase inhibitors, primary screen, biochemical, fluorescence, HTS; Diacylglycerol lipase-beta (Homo sapiens), Q8NCG7; HEK293T DAGLB membrane lysate, EnzChek fluorogenic substrate; inhibition, % at 5.17 µM; hit rate 0.059% among 340,000; in the data active means inhibition above about 34%;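 further: 0% = enzyme with vehicle and 100% = wells lacking enzyme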
# SR-BI HDL uptake: inhibitors of SR-BI mediated HDL lipid uptake, primary screen, ldlA[mSR-BI] cells, fluorescence, single point. Scavenger receptor class B member 1 (Mus musculus), Q61009. ldlA[mSR-BI] CHO cells, DiI-HDL uptake fluorescence, 3 h. inhibition, % at 12.5 µM. hit rate 0.96% among 320,000;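 active means mean replicate inhibition of at least 70% and a set share of replicates each scoring 70 or more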;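 further: 0% = median of neutral control wells and 100% = median of positive control wells; values of inactives mirror those of a sister screen read the other way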
# RTF Ca sens inh: cardiac RTF calcium sensitivity inhibitors, primary screen, biochemical, IANBD-TnC fluorescence, EC70 calcium | IANBD-labeled cardiac RTF, Ca2+ fluorescence | inhibition, % at 7.15 µM | hit rate 0.12% among 340,000 | AID 493244, 2011;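 active means inhibition above the mean inhibition of all tested compounds plus 3 SD, cut at about 17% in these data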;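 further: assay run at fixed EC70 calcium of 1.6 mM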
# Arr AP2 block: inhibitors of beta-arrestin/AP2 binding, primary screen, biochemical, GPCR trafficking, flow cytometry | AID 504490, 2011 | FITC-arrestin peptide / GST-AP2 beads; AP2 beta2 appendage carries R879A mutation | inhibition, % at 10 µM | hit rate 0.31% among 340,000;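 active means inhibition above a set limit, near 3 SD of compounds lacking own fluorescence, cut at about 54% in these data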;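 further: plate controls were DMSO wells for no effect and 5 µM unlabelled arrestin peptide for full effect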
#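 System: GST-AP2 R879A glutathione beads. Medium: PBS with 0.05% Tween 20 and 0.1% BSA. Also added: FITC-arrestin peptide, 50 nM. Incubation: 12 min plus 1 h, RT. Measured by: high-throughput flow cytometry of beads, ex 488, em 535 nm. Evaluation: percent drop in bead-associated FITC signal.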
# PvdQ acylase: P. aeruginosa PvdQ acylase inhibitors, primary screen, biochemical, fluorescence, plate reader and imaging, single point. AID 488965, 2010. hit rate 0.063% among 340,000. inhibition, % at 10 µM. purified PvdQ acylase; in the data active means inhibition above about 30%, passing the limit was not always enough;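 further: 0% = vehicle neutral wells and 100% = reference inhibitor wells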
# SR-BI DiI-HDL act: activators of SR-BI mediated DiI-HDL uptake, primary screen, ldlA[mSR-BI] CHO cells, DiI fluorescence | hit rate 0.096% among 320,000 | 3 h; 100 = double the neutral-control signal | activation, % at 12.5 µM;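 active means mean replicate activation of at least 60% and every replicate at or above 60%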;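 further: 0% = median plate neutral-control signal and 100% = twice that signal; values of inactives mirror those of a sister screen read the other way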
#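 material = CHO ldlA[mSR-BI] cells | medium = Ham's F12 with 0.5% BSA, HEPES 25 mM, pH 7.4 | reagent = fluorescent DiI-HDL, 10 µg/mL final | compound dosing = single-point compound dose | incubation = 3 h, 37 °C | measured by = bottom-read fluorescence, 550/595 nm | measure = HDL uptake via cellular fluorescence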
# LANA DNA inh: inhibitors of KSHV C-LANA binding to DNA, primary screen, biochemical, fluorescence polarization, FAM-LBS DNA, MBP-C-LANA, single point | hit rate 0.078% among 340,000 | Kaposi's sarcoma herpesvirus LANA C-terminal domain (residues 932-1162) DNA binding | inhibition, % at 9 µM;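 active means highest replicate inhibition at or above 60% at 9 µM, even if other replicates fall short; inactive means all replicates below 60% inhibition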;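 further: 0% = neutral control wells and 100% = 4 µM acridine orange control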
# Keap1-Nrf2 PPI: Keap1-Nrf2 protein-protein interaction inhibitors, primary screen, biochemical, fluorescence polarization, single point. Keap1 Kelch-Nrf2 peptide fluorescence polarization, 1536-well. inhibition, % at 9.4 µM. hit rate 0.15% among 340,000. Kelch-like ECH-associated protein 1 (Homo sapiens), Q14145; in the data active means inhibition above about 12%;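 further: human Keap1 Kelch domain with fluorescein labeled Nrf2 9mer peptide probe; 0% = neutral control wells and 100% = peptide positive control; higher means more block of Keap1 binding to Nrf2 peptide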
# NSD2 inh: NSD2 histone methyltransferase inhibitors, primary screen, biochemical, AlphaScreen, single concentration, set 2 | hit rate 0.54% among 310,000 | AID 743445, 2014 | NSD2 peptide methylation, 120 min | Histone-lysine N-methyltransferase NSD2 (Homo sapiens), O96028 | inhibition, % at 12.5 µM; in the data active means inhibition above about 50%
# Target sequence (O96028 whole entry, looked up): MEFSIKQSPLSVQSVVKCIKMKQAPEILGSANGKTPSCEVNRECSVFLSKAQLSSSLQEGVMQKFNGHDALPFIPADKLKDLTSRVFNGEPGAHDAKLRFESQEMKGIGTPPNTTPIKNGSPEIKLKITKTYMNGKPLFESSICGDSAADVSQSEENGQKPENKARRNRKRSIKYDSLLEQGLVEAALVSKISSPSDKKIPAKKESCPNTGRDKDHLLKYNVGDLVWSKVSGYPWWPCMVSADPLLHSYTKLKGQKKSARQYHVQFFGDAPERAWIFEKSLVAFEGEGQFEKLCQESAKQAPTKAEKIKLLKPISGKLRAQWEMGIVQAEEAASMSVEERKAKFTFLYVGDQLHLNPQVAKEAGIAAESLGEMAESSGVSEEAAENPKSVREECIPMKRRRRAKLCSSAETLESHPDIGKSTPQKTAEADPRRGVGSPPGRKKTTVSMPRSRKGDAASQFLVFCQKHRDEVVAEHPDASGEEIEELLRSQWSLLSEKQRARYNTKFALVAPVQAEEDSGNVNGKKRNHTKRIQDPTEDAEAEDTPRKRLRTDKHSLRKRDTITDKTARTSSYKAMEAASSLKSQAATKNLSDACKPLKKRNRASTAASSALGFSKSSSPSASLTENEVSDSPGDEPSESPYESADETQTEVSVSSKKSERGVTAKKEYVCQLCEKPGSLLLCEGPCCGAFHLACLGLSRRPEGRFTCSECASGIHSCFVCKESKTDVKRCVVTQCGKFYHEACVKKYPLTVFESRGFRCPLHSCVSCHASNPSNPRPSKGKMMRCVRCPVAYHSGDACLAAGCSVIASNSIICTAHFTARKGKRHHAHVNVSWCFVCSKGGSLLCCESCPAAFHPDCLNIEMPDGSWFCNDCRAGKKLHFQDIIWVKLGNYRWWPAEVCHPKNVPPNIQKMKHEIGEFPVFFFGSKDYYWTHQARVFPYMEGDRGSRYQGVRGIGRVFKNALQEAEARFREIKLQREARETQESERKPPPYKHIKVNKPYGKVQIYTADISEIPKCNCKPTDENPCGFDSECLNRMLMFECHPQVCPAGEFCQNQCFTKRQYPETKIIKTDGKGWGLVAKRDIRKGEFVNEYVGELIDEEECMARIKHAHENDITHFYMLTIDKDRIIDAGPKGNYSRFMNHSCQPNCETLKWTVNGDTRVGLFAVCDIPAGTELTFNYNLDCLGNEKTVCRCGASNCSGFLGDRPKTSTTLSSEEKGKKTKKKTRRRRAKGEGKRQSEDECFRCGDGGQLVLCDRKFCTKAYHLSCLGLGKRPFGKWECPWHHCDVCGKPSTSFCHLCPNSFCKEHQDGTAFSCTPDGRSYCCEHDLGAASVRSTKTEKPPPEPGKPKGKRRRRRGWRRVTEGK
# PKA-R2B activ: activators of PKA-R2B holoenzyme, primary screen, biochemical, fluorescence polarization, Cy5-IP20, human; hit rate 0.079% among 340,000; PKA-R2B holoenzyme dissociation; R2B truncated from residue 108, S112A mutant; 0% DMSO only, 100% 113 µM cGMP; activation, % at 11.4 µM; AID 504700, 2011; cAMP-dependent protein kinase catalytic subunit beta (Homo sapiens) + cAMP-dependent …;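 active means activation above a cutoff set at the mean over all compounds plus 3 SD, cut at about 18% in these data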;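 further: higher means more holoenzyme dissociation and a rise in polarization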
# Starred values were filed as active, the others as inactive; . = not tested or not shown.
No. | SMILES | DAGLB inhibitor | SR-BI HDL uptake | RTF Ca sens inh | Arr AP2 block | PvdQ acylase | SR-BI DiI-HDL act | LANA DNA inh | Keap1-Nrf2 PPI | NSD2 inh | PKA-R2B activ
1 | Cc1ccc(S(=O)(=O)NCC(c2ccco2)N2CCc3ccccc3C2)cc1 (stereo not drawn) | -3 | -12 | 6 | 7 | 2 | 12 | 0.0 | -5 | 0 | -2
2 | Cc1nnc(C)c2c(C)n(-c3ccccc3N)c(C)c12 | 1 | 3 | -8 | 25 | 3 | -3 | 5.2 | 5 | 4 | 3
3 | Cc1ccc(OCC(=O)Nc2ccc3c(c2)ncn3C)cc1 | 0 | -17 | 2 | 45 | -1 | 17 | -0.2 | -1 | -2 | -8
4 | Cc1ccc(CN(C(=O)c2ccccc2[N+](=O)[O-])C2CCS(=O)(=O)C2)o1 (stereo not drawn) | -2 | -19 | 1 | 34 | 9 | 19 | 0.2 | 0 | 38 | -3
5 | CCc1c(C(=O)N2CCOCC2)csc1C | 1 | -26 | -6 | -4 | -13 | 26 | 0.7 | -5 | 1 | -7
6 | CN(Cc1ccccc1)S(=O)(=O)c1ccc(Cl)c(C(=O)NCc2ccncc2)c1 | 2 | 7 | -6 | 4 | -15 | -7 | -0.6 | 1 | 0 | -4
7 | COc1cc(C(=O)Oc2cc(N)n(S(=O)(=O)c3ccccc3)n2)cc(OC)c1OC | -5 | -5 | -12 | 14 | 6 | 5 | -1.7 | -21 | 4 | 7
8 | CCOCCc1nn2c(=O)cc(CSCC(=O)Nc3ccccc3)nc2s1 | -2 | -6 | -2 | -12 | -16 | 6 | -0.4 | -1 | -13 | 3
9 | CN1CCN(C(=S)Nc2ccc(Cl)cc2Cl)CC1 | 0 | -14 | -3 | 11 | -12 | 14 | 1.3 | -5 | -2 | 2
10 | Cc1ccc(C)c(NS(=O)(=O)c2ccc(NC(=O)c3ccco3)cc2)c1 | -3 | 36 | 5 | -7 | -9 | -36 | 0.3 | -3 | 7 | 1
11 | COc1ccc(OC)c2sc(N(CCN(C)C)C(=O)c3ccc4ccccc4c3)nc12 | 0 | -12 | -1 | -7 | -15 | 12 | -0.9 | 1 | 27 | 9
12 | N/C(COc1ccccc1)=N\NC(=O)c1cccnc1Oc1ccccc1 | -1 | 6 | -8 | 4 | -13 | -6 | 2.2 | -5 | 0 | -15
13 | Cc1nn(-c2ccccc2)c2nc(-c3ccco3)cc(C(=O)O)c12 | 4 | -5 | -4 | 5 | -14 | 5 | 14 | 4 | 24 | 1
14 | Cc1nc(-c2ccc(Cl)cc2)sc1C1(C)CC(c2c(Cl)cccc2Cl)=NO1 (stereo not drawn) | -10 | 23 | -17 | 26 | -9 | -23 | 1.6 | -6 | . | 7
15 | CC(C)OC(=O)C[N+](C)(C)CCN1C(=O)C2C(c3ccccc3)C=CC(c3ccccc3)C2C1=O (stereo not drawn) | -3 | -13 | -7 | 27 | -6 | 13 | 1.4 | -4 | -3 | -12
16 | CC(C)CCN1C(=O)c2ccc(C(=O)Nc3cc(C(=O)O)cc(C(=O)O)c3)cc2C1=O | 1 | -11 | -6 | -13 | -14 | 11 | -1.1 | -3 | -1 | 1
17 | CCc1ccccc1OCC(=O)NNCC(=O)Nc1cccc(C#N)c1 | 0 | -41 | -3 | -7 | -7 | 41 | 1.6 | 4 | -5 | -9
18 | CSc1ccccc1NC(=O)c1c(C)noc1C | -2 | 8 | -6 | -3 | -9 | -8 | -1.1 | -4 | -1 | -7
19 | CC(C)CNC(=O)CSc1ccc(S(=O)(=O)N2CCN(C)CC2)cn1 | -1 | -22 | -2 | -5 | -17 | 22 | 0.1 | -4 | 2 | 8
20 | COc1ccc(-c2noc(CNS(=O)(=O)c3ccc(NC(C)=O)cc3)n2)cc1 | -7 | -6 | -4 | 2 | 9 | 6 | 5.1 | -3 | 12 | -4

# Laid out differently: 10 of the compounds above
# Values run as follows: DAGLB inhibitor	SR-BI HDL uptake	RTF Ca sens inh	Arr AP2 block	PvdQ acylase	SR-BI DiI-HDL act	LANA DNA inh	Keap1-Nrf2 PPI	NSD2 inh	PKA-R2B activ
2	Cc1nnc(C)c2c(C)n(-c3ccccc3N)c(C)c12
    1	3	-8	25	3	-3	5.2	5	4	3
3	Cc1ccc(OCC(=O)Nc2ccc3c(c2)ncn3C)cc1
    0	-17	2	45	-1	17	-0.2	-1	-2	-8
4	Cc1ccc(CN(C(=O)c2ccccc2[N+](=O)[O-])C2CCS(=O)(=O)C2)o1 (stereo not drawn)
    -2	-19	1	34	9	19	0.2	0	38	-3
5	CCc1c(C(=O)N2CCOCC2)csc1C
    1	-26	-6	-4	-13	26	0.7	-5	1	-7
6	CN(Cc1ccccc1)S(=O)(=O)c1ccc(Cl)c(C(=O)NCc2ccncc2)c1
    2	7	-6	4	-15	-7	-0.6	1	0	-4
7	COc1cc(C(=O)Oc2cc(N)n(S(=O)(=O)c3ccccc3)n2)cc(OC)c1OC
    -5	-5	-12	14	6	5	-1.7	-21	4	7
8	CCOCCc1nn2c(=O)cc(CSCC(=O)Nc3ccccc3)nc2s1
    -2	-6	-2	-12	-16	6	-0.4	-1	-13	3
9	CN1CCN(C(=S)Nc2ccc(Cl)cc2Cl)CC1
    0	-14	-3	11	-12	14	1.3	-5	-2	2
10	Cc1ccc(C)c(NS(=O)(=O)c2ccc(NC(=O)c3ccco3)cc2)c1
    -3	36	5	-7	-9	-36	0.3	-3	7	1
11	COc1ccc(OC)c2sc(N(CCN(C)C)C(=O)c3ccc4ccccc4c3)nc12
    0	-12	-1	-7	-15	12	-0.9	1	27	9

# New compounds follow.
No. | SMILES | DAGLB inhibitor | SR-BI HDL uptake | RTF Ca sens inh | Arr AP2 block | PvdQ acylase | SR-BI DiI-HDL act | LANA DNA inh | Keap1-Nrf2 PPI | NSD2 inh | PKA-R2B activ
21 | COc1ccc2[nH]c3c(c2c1)[C@@H]1CCN2C(=O)CCC[C@H](C3)[C@H]12 | -2 | -17 | 6 | 42 | -2 | 17 | 0.3 | 2 | . | 10
22 | CC(C)OP(=O)(OC(C)C)C(Nc1ccccc1)c1cccnc1 (stereo not drawn) | 2 | -44 | -2 | 11 | -1 | 44 | 0.0 | -9 | . | -12
23 | COc1ccc(OCCCC(=O)NCC(C)C)cc1 | -4 | 37 | -15 | 4 | -14 | -37 | 1.5 | 0 | -33 | 0
24 | O=C(CCn1c(=S)[nH]c2ccccc2c1=O)NCC1CCCO1 (stereo not drawn) | -3 | -15 | -2 | 13 | -2 | 15 | 3.9 | 1 | -4 | 13
25 | CCCCOc1ccc(-c2cc(C(F)(F)F)c(C#N)c(SCC(=O)O)n2)cc1 | 0 | 29 | 1 | 2 | -6 | -29 | 1.6 | -13 | 10 | -3
26 | COc1ccc(CSc2ncn[nH]2)cc1[N+](=O)[O-] | 0 | 18 | -5 | -7 | -4 | -18 | -0.8 | 3 | -2 | -3
27 | O=C1NN(c2cccc(Br)c2)C(=O)/C1=C\c1ccccc1 | 21 | -30 | -10 | 25 | -3 | 30 | -2.7 | -4 | 3 | -3
28 | O=C(NC(C(=O)O)c1ccccc1)c1ccccc1 (stereo not drawn) | 0 | -11 | 2 | -3 | -10 | 11 | 2.8 | 4 | . | -7
29 | Cc1ccc(S(=O)(=O)NC(=O)c2cc(C)n(CCCN3CCOCC3)c2C)cc1 | 0 | -22 | 13 | 19 | -11 | 22 | 1.6 | -2 | 3 | 8
30 | Cc1ccc2nc(NC(=O)C3CCN(S(=O)(=O)c4cccc5nsnc45)CC3)sc2c1 | 1 | 42 | -4 | 3 | 6 | -42 | 1.7 | -5 | -2 | 2
31 | Cc1cc(C)cc(NC(=O)Cn2c(-c3ccccc3Cl)nc3ccccc32)c1 | -2 | -4 | -6 | 2 | -1 | 4 | 2.3 | -3 | 10 | 6
32 | Cn1c(=O)c2c(n(Cc3ccccc3)c1=O)NC(=O)C2CC(=O)N1CCc2ccccc2C1 (stereo not drawn) | 3 | 2 | -7 | 5 | 0 | -2 | -0.2 | 0 | . | -5
33 | COCCNC(=S)N/N=C/c1ccc([N+](=O)[O-])cc1 | -1 | . | 2 | -1 | 0 | . | 0.1 | -1 | 0 | -6
34 | Cc1ccccc1C(=O)Nc1nncs1 | 1 | -17 | 2 | 24 | 7 | 17 | -1.5 | -3 | -1 | 0
35 | COc1ccc(CN2CCN(c3ncnc4scc(-c5ccc(F)cc5)c34)CC2)cc1 | -6 | 35 | -10 | -4 | -19 | -35 | -0.9 | 0 | 1 | -14
36 | CC(C)(C)c1cc(C(=O)NN)n(Cc2ccc(Cl)cc2Cl)n1 | -11 | 80* | -4 | 1 | -2 | -80 | 0.9 | -2 | -3 | -12
37 | CN(C)S(=O)(=O)c1ccc(Cl)c(C(=O)Nc2ccccc2[N+](=O)[O-])c1 | 3 | 50 | 5 | 1 | -8 | -50 | 0.6 | -3 | 12 | 3
38 | C/C=C/C(=O)OCC(=O)Nc1cc([N+](=O)[O-])ccc1Cl | 0 | -34 | 6 | 39 | 16 | 34 | 0.6 | -2 | -4 | -4
39 | C#CCCc1cocc1/C=[N+](\[O-])c1ccc(C(=O)OCC)cc1 | -3 | 32 | -6 | 3 | -5 | -32 | -0.8 | -7 | . | -9
40 | NC(=O)CSc1nnc(COc2ccc3ccccc3c2)o1 | 0 | -12 | -5 | 5 | -4 | 12 | -0.3 | -2 | -1 | 4
41 | COC(=O)C1=C(C)NC(C)=C(C(=O)OC)C1c1ccc(NC(C)=O)cc1 | 2 | 3 | -3 | -7 | -8 | -3 | -0.9 | -3 | -2 | 4
42 | CC(Cc1ccccc1)NC(=O)CN1C(=O)c2ccccc2S1(=O)=O (stereo not drawn) | 0 | -22 | -2 | -11 | -14 | 22 | -0.6 | -3 | 0 | 2
43 | Cc1ccc(/C=N/NC(=O)c2csc(C)c2)o1 | -1 | -11 | -3 | 8 | -15 | 11 | 1.3 | 0 | -2 | 1

# Compound activity: PubChem, several laboratories

# No enrichment for hits, and some 2.1% of all compounds hit somewhere here.
